Compound activity from PubChem.
PLCg1 inh: PLC-gamma1 (human) inhibition, primary screen; P19174; purified PLC-gamma1, fluorogenic substrate, fluorescence; inhibition, % at 12.2 µM; 370,000 tested, 0.84% active; AID 720700; in the data active = inhibition above about 9.5%
hcDAF-12 act: activates DAF-12 receptor from parasite H. contortus; activation, % at 6.8 µM; AID 652067; 370,000 tested, 1.4% active; HEK293 hcDAF-12 lit1-tk-luc reporter, luminescence; 0% DMSO, 100% Δ7-dafachronic acid;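 active = activation above the mean of all tested compounds plus 3 SD, cut at about 5.5% in these data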;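 note: 100% = response to 3 µM Δ7-dafachronic acid high control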
ADAM17 inh: inhibitors of human ADAM17 | recombinant ADAM17, EDANS/DABCYL FRET peptide cleavage | inhibition, % at 6.95 µM | P78536 | 370,000 tested, 0.83% active;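 active = inhibition above the mean of compounds lying between control limits plus 3 SD, set per campaign, cut at about 8.5% in these data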;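 note: 0% = DMSO-only wells as the low control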
hgDAF12 agonist: agonists of H. glycines DAF-12 nuclear receptor. AID 687014. HEK293 GAL4-hgDAF12 UAS-luciferase reporter, agonist luminescence; normalized to butyrate control. activation, % at 6.8 µM. 370,000 tested, 1.8% active;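 active = activation above a cutoff set at the mean of all screened compounds plus 3 SD, cut at about 10% in these data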;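 note: 0% = DMSO wells and 100% = sodium butyrate wells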
HGIII-sPLA2 inh: Inhibits HGIII-sPLA2 liposome hydrolysis, primary screen. Q9NZ20. QFRET BODIPY PC-A2 liposome hydrolysis, fluorescence. inhibition, % at 12.2 µM. 370,000 tested, 0.56% active;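 active = inhibition above mean plus 3 SD of compounds lying within the high and low control bounds, cut at about 19% in these data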;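 note: 0% = median of test compound wells and 100% = no enzyme DMSO wells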
GAA850 FXN act: increases GAA850 frataxin promoter reporter activity | HEK293 lucGAA850 FXN promoter luciferase reporter, 24 h; percent of 10 µM SAHA response | AID 540364 | 360,000 tested, 0.56% active | activation, % at 6 µM;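 active = activation above the average of all compounds screened plus 3 SD, cutoff fixed separately per campaign, cut at about 7.5% in these data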;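 note: 0% = DMSO wells and 100% = 10 µM SAHA wells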
ssDAF12 agonist: activates DAF-12 receptor from parasite S. stercoralis | HEK293 ssDAF-12/GRIP1 lit1-tk-luc reporter, luminescence; % of 3 µM dafachronic acid response | activation, % at 6.8 µM | 370,000 tested, 1% active;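 active = activation above the mean over all tested compounds plus 3 SD, cut at about 0.9% in these data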;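 note: 0% = DMSO-only wells and 100% = 3 µM delta7-dafachronic acid wells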
DAX1 inh-1: blocks DAX1 repression of SF-1 activated StAR promoter; HEK293T StAR-luciferase reporter, SF-1/DAX-1 repression relief; inhibition, % at 6.8 µM; 370,000 tested, 1.1% active; AID 652010;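 active = inhibition above the mean over all tested compounds plus 3 SD, cut at about 3.6% in these data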;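 note: 0% = DAX-1 cells with DMSO and 100% = cells lacking DAX-1 with DMSO; higher inhibition means more luminescence from relief of DAX-1 repression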
PLCb3 inh: inhibitors of human phospholipase C beta3. Purified PLC-beta3, fluorogenic substrate, fluorescence. AID 720704. Q01970. inhibition, % at 12.2 µM. 370,000 tested, 0.18% active; in the data active = inhibition above about 11%;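 note: 0% = median of compound wells on plate and 100% = full blocker control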
DAX1 inh-2: NR0B1 (DAX1) inhibition; P51843; HEK293 Gal4-DAX1 luciferase reporter, luminescence; inhibition, % at 6.75 µM; 340,000 tested, 0.99% active; AID 504766;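 active = inhibition above the mean over all tested compounds plus 3 SD, cut at about 4.2% in these data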;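 note: 0% = DAX1-transfected cells with DMSO and 100% = empty-vector control cells with DMSO; inhibition shows as a rise in luminescence from relieved DAX1 repression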
Target sequence (P51843 207-470 limits assumed): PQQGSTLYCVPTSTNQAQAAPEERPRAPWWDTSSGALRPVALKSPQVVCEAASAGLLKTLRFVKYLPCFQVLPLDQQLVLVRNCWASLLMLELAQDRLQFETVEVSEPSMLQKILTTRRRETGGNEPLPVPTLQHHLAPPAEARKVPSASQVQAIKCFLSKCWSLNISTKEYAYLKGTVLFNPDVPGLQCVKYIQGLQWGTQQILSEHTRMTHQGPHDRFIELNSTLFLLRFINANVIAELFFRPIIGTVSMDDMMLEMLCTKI
ADAM10 inh: inhibitors of human ADAM10; O14672; recombinant ADAM10, EDANS/DABCYL FRET peptide cleavage, 3 h; inhibition, % at 7 µM; 370,000 tested, 0.62% active;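 active = inhibition above a per-campaign cutoff equal to the mean of compounds falling between control-based bounds plus 3 SD, cut at about 20% in these data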;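 note: 0% = DMSO wells while the 100% control is not disclosed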
Target sequence (O14672 214-748 limits assumed): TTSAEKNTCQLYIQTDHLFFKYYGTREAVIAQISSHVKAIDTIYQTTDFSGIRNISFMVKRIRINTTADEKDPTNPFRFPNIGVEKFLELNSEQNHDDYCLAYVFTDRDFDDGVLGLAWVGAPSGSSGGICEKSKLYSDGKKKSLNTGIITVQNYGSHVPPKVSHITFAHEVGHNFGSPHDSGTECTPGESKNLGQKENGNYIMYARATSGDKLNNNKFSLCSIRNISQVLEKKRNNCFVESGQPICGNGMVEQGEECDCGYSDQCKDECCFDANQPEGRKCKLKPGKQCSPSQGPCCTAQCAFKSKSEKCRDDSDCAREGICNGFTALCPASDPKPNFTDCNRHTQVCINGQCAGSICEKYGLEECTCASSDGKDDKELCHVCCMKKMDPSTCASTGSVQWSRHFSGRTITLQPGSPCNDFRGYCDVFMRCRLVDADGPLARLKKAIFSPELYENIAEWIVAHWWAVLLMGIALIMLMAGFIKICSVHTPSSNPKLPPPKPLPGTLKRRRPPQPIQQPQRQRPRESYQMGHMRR
* = called active by the depositor; / = no result given.

[1] O=C(c1cnn2ccccc12)N1CCCc2ccccc21
[2] COC(=O)c1ccc(NC(=S)N2CCN(Cc3ccccc3)CC2)cc1
[3] CC(=O)Nc1cc(-c2cccc(NS(C)(=O)=O)c2)cn2c(-c3cccc(C(F)(F)F)c3)cnc12
[4] Cc1ccc(Nc2n[nH]c(C)c2[N+](=O)[O-])c(C)c1
[5] COc1ccccc1NC(=O)C(C)OC(=O)CSCC(=O)Nc1cc(C)on1 (centres undefined)
screen / no.	1	2	3	4	5
PLCg1 inh	-4	0	-30	9.6*	1
hcDAF-12 act	0.9	-0.4	-0.7	3.6	0.3
ADAM17 inh	2	-1	-8	4	-3
hgDAF12 agonist	2.4	0.9	-2.2	9.4	-0.1
HGIII-sPLA2 inh	-1	3	-11	-7	2
GAA850 FXN act	1.8	-2.7	1.3	5.7	1.1
ssDAF12 agonist	-1.5	-1.0	-1.7	-0.5	-0.8
DAX1 inh-1	0.2	-0.2	-2.8	1.8	-1.2
PLCb3 inh	0	1	-32	2	-1
DAX1 inh-2	-0.4	-0.9	/	-0.2	0.1
ADAM10 inh	1	2	-34	8	-2

[6] CCCOc1ccc(C(O)(CCN2CCCCC2)c2ccccc2OC)cc1 (centres undefined)
[7] Cc1ccc(CNC(=O)C2CC(=O)N(CCC(C)C)C2)cc1 (centres undefined)
[8] Cc1ccc(-n2c(N)c(S(=O)(=O)c3ccccc3)c3nc4ccccc4nc32)cc1
[9] CC(CC(C)C(=O)Nc1ccccc1C(C)(C)C)C(=O)O (centres undefined)
[10] O=C(NC1CC1)c1sc2cc([N+](=O)[O-])ccc2c1Cl
screen / no.	6	7	8	9	10
PLCg1 inh	2	2	-55	5	3
hcDAF-12 act	-1.1	-1.5	0.7	-1.7	-0.1
ADAM17 inh	4	-2	-79	-8	5
hgDAF12 agonist	3.3	0.4	0.8	0.1	-0.4
HGIII-sPLA2 inh	-14	1	-2	3	-8
GAA850 FXN act	-2.4	0.3	2.3	0.6	2.5
ssDAF12 agonist	-1.0	-1.2	-0.9	-0.9	-1.5
DAX1 inh-1	0.0	-0.3	0.1	-0.8	-0.7
PLCb3 inh	0	-3	-65	1	4
DAX1 inh-2	0.5	3.4	-0.5	-0.3	-0.4
ADAM10 inh	1	2	-315	2	8

[11] CCc1ccc(C(O)c2ncc(-c3ccccc3F)[nH]2)cc1 (centres undefined)
[12] Cc1cc2c(NCc3ccccc3)ncnc2s1
[13] CC1CN(S(=O)(=O)c2cccc(C(=O)N(C)C3CCN(C)CC3)c2)CC(C)O1 (centres undefined)
[14] COc1cccc(C(=O)N2c3cc(C)ccc3OCC2C(C)(C)C)c1 (centres undefined)
[15] Cc1ccc(S(=O)(=O)N2CCN(C(=O)C(C)Cn3cncn3)CC2)cc1C (centres undefined)
screen / no.	11	12	13	14	15
PLCg1 inh	3	0	3	2	2
hcDAF-12 act	0.9	-4.3	-1.5	0.9	-1.4
ADAM17 inh	3	0	-3	-1	0
hgDAF12 agonist	4.4	-6.5	-1.9	-0.4	1.5
HGIII-sPLA2 inh	-3	1	11	3	0
GAA850 FXN act	-0.1	0.8	-1.9	0.4	-3.0
ssDAF12 agonist	-0.3	-2.3	-1.5	-0.7	-0.7
DAX1 inh-1	4.1*	-1.9	-1.4	-0.5	-0.1
PLCb3 inh	3	-3	-5	-4	-5
DAX1 inh-2	/	-3.6	1.2	0.6	-0.1
ADAM10 inh	-2	9	-20	-4	-5

[16] COc1cccc(OCC(=O)O)c1
[17] CC(=O)N1N=C(c2cccc(Cl)c2)OC1c1ccc(C(C)C)cc1 (centres undefined)
[18] Oc1c(Cl)cc(Cl)cc1/C=N/c1nccs1
[19] CC(=O)c1ccc(N2Cc3ccccc3C2=NC(=O)c2cccs2)cc1
[20] COc1ccc(-c2[nH]ncc2CN2CCN(c3ccc(F)cc3)CC2)cc1
screen / no.	16	17	18	19	20
PLCg1 inh	-2	3	-12	-2	5
hcDAF-12 act	-0.1	-0.5	-0.8	6.6*	0.8
ADAM17 inh	-1	-1	-11	4	3
hgDAF12 agonist	-1.1	0.8	-1.8	12*	-3.0
HGIII-sPLA2 inh	1	0	1	-8	4
GAA850 FXN act	-1.1	3.9	-0.2	4.2	0.1
ssDAF12 agonist	-1.4	-0.3	-1.3	0.1	-1.4
DAX1 inh-1	-0.1	0.0	0.2	3.5	0.3
PLCb3 inh	-3	1	-14	1	-2
DAX1 inh-2	-0.4	1.1	1.0	0.3	0.1
ADAM10 inh	3	-2	-27	7	-11

[21] COc1cccc(-c2sc3ccc(OC)cc3c2C#CCCO)c1
[22] COc1ccc(NC(=O)C2CCCN(C(=O)Nc3ccc(F)cc3)C2)cc1 (centres undefined)
[23] Cn1cnc2cc(NC(=O)COc3ccccc3)ccc21
[24] Cc1ccc(-c2nc(-c3ccncc3)no2)c(C)c1
[25] COCCNC(=O)c1ccc(C)c(S(=O)(=O)Nc2ccc(C)cc2)c1
screen / no.	21	22	23	24	25
PLCg1 inh	-15	-2	0	0	1
hcDAF-12 act	-1.2	0.6	0.7	1.2	0.9
ADAM17 inh	-14	-3	-5	-3	0
hgDAF12 agonist	2.2	0.1	7.1	12*	-2.1
HGIII-sPLA2 inh	-10	1	8	0	0
GAA850 FXN act	3.6	0.2	2.7	2.0	-0.5
ssDAF12 agonist	-1.0	-1.0	-0.2	0.0	-2.1
DAX1 inh-1	-0.8	0.0	1.1	0.7	-0.1
PLCb3 inh	-27	-5	-6	-6	0
DAX1 inh-2	1.4	-1.2	-0.1	3.9	-0.3
ADAM10 inh	-47	-6	4	-9	1

The results go on:
Results follow in this order: PLCg1 inh, hcDAF-12 act, ADAM17 inh, hgDAF12 agonist, HGIII-sPLA2 inh, GAA850 FXN act, ssDAF12 agonist, DAX1 inh-1, PLCb3 inh, DAX1 inh-2, ADAM10 inh
26: Nc1nc(OCC2CCCCC2)c2[nH]cnc2n1
 : 0, 0.5, -1, 2.5, -4, 0.9, -1.9, 0.2, -1, -0.8, 2
27: Cc1cc2ncn(S(=O)(=O)N3CCCCC3)c2cc1C
 : -1, 2.0, -2, -1.3, 2, 0.7, -0.4, 1.3, -3, -1.1, 9
28: O=C(Oc1ccc([N+](=O)[O-])cc1)c1ccc2ccccc2n1
 : 2, 8.6*, 1, 3.7, 7, 0.9, 0.3, 0.2, 6, 0.0, 4
29: Nc1ccccc1C#Cc1ccc([N+](=O)[O-])cc1
 : -14, 1.4, 1, 9.6, 6, 3.5, 0.7, 1.5, -25, 1.6, 12
30: O=C(N/N=C/c1ccoc1)c1ccc(Br)cc1
 : -1, 1.7, 4, 2.0, 3, 2.0, -1.2, -1.6, -7, 0.2, 3
31: O=C(NC1CCCc2ccccc21)C1CCN(S(=O)(=O)c2cccc3nsnc23)CC1 (centres undefined)
 : -2, -1.1, -5, -0.5, 2, 0.8, -1.5, 0.5, 0, 0.2, -3
32: COc1cccc(C2=CC(=O)CC(C)(C)C2)n1
 : 1, -1.6, -4, 8.6, 6, -1.9, -1.1, -0.9, 0, 0.8, -2
33: CCOC(=O)C1=C(COC(=O)/C=C/c2ccc([N+](=O)[O-])cc2)NC(=O)NC1C (centres undefined)
 : -3, -0.7, -4, -3.9, 8, 2.5, -1.1, -0.7, 1, -0.2, -15
34: O=C(CCC(=O)N1CCc2ccccc21)Nc1ccccc1
 : 1, 2.1, -2, 0.6, -6, 0.7, -0.2, 0.7, 3, 1.5, 1
35: CCCCn1c(N)c(N(CCOC)C(=O)c2ccc(Br)o2)c(=O)[nH]c1=O
 : -8, -0.8, -7, 2.6, 18, 0.9, -0.4, -0.2, -4, -0.9, -22
36: O=C(NCCc1ccc(F)cc1)c1cc2ccccc2oc1=O
 : -1, 3.0, -5, -0.7, 2, -0.1, -1.1, -0.1, -7, 4.3*, -11
37: Cc1nn(-c2ccccc2)c2c1C(O)n1c(nc3ccccc31)S2 (centres undefined)
 : 0, 1.5, -3, -4.6, 1, -3.9, -1.9, -1.9, 5, -2.1, 7
38: CC1(C(=O)O)CCC(C(=O)Nc2ccc(OC(F)(F)Cl)cc2)C1(C)C (centres undefined)
 : -1, -0.8, 2, -2.6, -3, 1.1, -0.7, 0.0, -1, -0.3, -3
39: COc1cc2c(C(=O)N3CCN(C)CC3)c(C)oc2cc1Br
 : 1, -1.6, -3, -1.1, 6, -0.1, -0.9, -0.3, -1, -0.7, -2
40: Cc1nc(SCC(=O)NCc2ccc(F)cc2)c2c(=O)n(C)c(=O)n(C)c2n1
 : 0, 0.1, 2, 1.1, 0, 0.7, -1.5, -0.1, 0, 0.9, -12
41: Cc1ccc(C(C)C)c(OCC(=O)c2c(O)c3ccccc3oc2=O)c1
 : -6, 3.0, 2, 0.1, -16, 1.9, -0.9, 0.2, -7, 0.5, 2
42: CC(C)(C)NC(=O)NC(=O)CSc1ccc(S(=O)(=O)N2CCOCC2)cn1
 : -4, -1.4, -7, -0.7, 5, 2.8, -1.7, 0.2, -9, -0.5, -7
43: COc1cc(NC(=O)c2ccc(Br)o2)ccc1NC(=O)c1ccccc1Cl
 : -6, -2.1, 3, -1.1, 1, -2.7, -2.1, 0.0, -11, -1.1, 7
44: O=C(O)CCc1ccc(-c2ccc(Cl)cc2)n1CC(=O)Nc1ccccc1
 : -12, 0.0, -24, 0.9, -45, 0.2, -0.9, 0.5, -29, -0.3, -63
45: COc1cc2c(cc1OC)C(c1cccc(F)c1)CC(=O)N2 (centres undefined)
 : -1, -2.4, 0, -0.4, -1, 2.9, -1.4, -0.4, -4, -2.1, 8
46: COCCNC(=O)c1ccc(NS(=O)(=O)c2cc(C)ccc2C)cc1
 : -2, -1.2, -1, -3.5, 9, -0.3, -1.0, -0.3, -1, -0.3, -9

One compound at a time (already shown):
Shown for Nc1nc(OCC2CCCCC2)c2[nH]cnc2n1 = PLCg1 inh = 0; hcDAF-12 act = 0.5; ADAM17 inh = -1; hgDAF12 agonist = 2.5; HGIII-sPLA2 inh = -4; GAA850 FXN act = 0.9; ssDAF12 agonist = -1.9; DAX1 inh-1 = 0.2; PLCb3 inh = -1; DAX1 inh-2 = -0.8; ADAM10 inh = 2
Shown for CC(C)(C)NC(=O)NC(=O)CSc1ccc(S(=O)(=O)N2CCOCC2)cn1 = PLCg1 inh = -4; hcDAF-12 act = -1.4; ADAM17 inh = -7; hgDAF12 agonist = -0.7; HGIII-sPLA2 inh = 5; GAA850 FXN act = 2.8; ssDAF12 agonist = -1.7; DAX1 inh-1 = 0.2; PLCb3 inh = -9; DAX1 inh-2 = -0.5; ADAM10 inh = -7
